Bioassay records deposited in PubChem by several laboratories.
Mcl1-Bid inh = disrupts binding of human Mcl-1 to Bid peptide; Q07820; hit rate 0.97% among 220,000; TR-FRET Mcl-1/Bid-Dy647 peptide binding, 1536-well; inhibition, % at 21.7 µM;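 active = compounds that cut the binding signal by more than half at the single screening dose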;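 also: His-tagged Mcl-1 with europium anti-His antibody binding Bid BH3 peptide; 0% = Mcl-1 plus peptide wells and 100% = peptide-only wells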
Bim-Mcl-1 = disrupts Bim peptide binding to human Mcl-1; Q07820; Bead-based flow cytometry, Bim peptide-Mcl-1 binding; inhibition, % at 10 µM; hit rate 0.1% among 190,000; AID 1009;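 also: 0% = no compound tracer wells and 100% = peptide blocker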
Bfl-1 Bim block = disrupts Bim binding to human Bfl-1 | Q16548 | Bead-based flow cytometry, Bim-Bfl-1 binding inhibition | inhibition, % at 10 µM | hit rate 0.12% among 190,000 | AID 1008;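 also: 0% = wells without compound plus tracer and 100% = blocker peptide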
Bim-Bcl-2 = human Bim-Bcl-2 interaction inhibition | P10415 | Bead-based flow cytometry, Bim peptide-Bcl-2 binding | inhibition, % at 10 µM | hit rate 0.06% among 190,000; in the data active = inhibition above about 40%; inconclusive = no clear call, values can overlap the other calls;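 also: 0% = no compound wells with probe peptide and 100% = reference peptide inhibitor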
Target sequence (P10415 whole entry, looked up): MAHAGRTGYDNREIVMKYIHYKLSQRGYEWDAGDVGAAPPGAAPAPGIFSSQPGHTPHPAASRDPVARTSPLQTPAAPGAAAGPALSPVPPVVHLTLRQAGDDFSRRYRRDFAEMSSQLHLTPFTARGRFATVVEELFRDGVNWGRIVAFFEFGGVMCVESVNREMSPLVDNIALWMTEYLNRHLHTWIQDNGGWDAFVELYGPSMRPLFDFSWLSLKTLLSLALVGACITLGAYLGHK
Mcl1-Noxa inh = disrupts binding of human Mcl-1 to Noxa peptide; Q07820; AID 1022; inhibition, % at 21.7 µM; TR-FRET Mcl-1/Noxa peptide binding, 2 h; hit rate 1.5% among 220,000;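 active = compounds that cut the protein-peptide binding signal by more than 50% relative to plate controls in a single-dose test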;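 also: His-tagged Mcl-1 with rhodamine Noxa BH3 peptide and terbium anti-His antibody; 0% = Mcl-1 plus Noxa peptide wells and 100% = peptide-only wells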
RGS8-Gao = human RGS8-Galphao interaction regulation | AID 1423 | response (percent of control binding), % at 10 µM | hit rate 0.34% among 220,000 | P09471 | multiplexed bead flow cytometry, RGS8-Galphao binding; actives lie on both sides; in the data active = response below about 60% or above about 140%; inactive = in between;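 also: Galphao activated as the GDP aluminium fluoride complex binding bead-coupled RGS8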
Target sequence (P09471 whole entry, looked up): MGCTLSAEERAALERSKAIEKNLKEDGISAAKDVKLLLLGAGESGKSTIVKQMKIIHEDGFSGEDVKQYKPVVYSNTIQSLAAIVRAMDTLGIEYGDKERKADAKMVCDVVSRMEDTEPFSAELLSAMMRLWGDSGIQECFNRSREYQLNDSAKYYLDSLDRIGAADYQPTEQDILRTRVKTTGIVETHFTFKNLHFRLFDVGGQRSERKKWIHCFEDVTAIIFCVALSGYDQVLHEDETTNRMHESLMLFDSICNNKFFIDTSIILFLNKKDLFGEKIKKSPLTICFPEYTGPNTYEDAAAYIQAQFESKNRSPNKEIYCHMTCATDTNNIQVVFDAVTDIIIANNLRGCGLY
RGS7-Gao reg = regulators of human RGS7-Galphao interaction; P09471; Multiplexed bead flow cytometry, RGS7-Galphao binding; actives lie on both sides; binding response (% of control), % at 10 µM; hit rate 0.35% among 220,000; AID 1439; in the data active = binding response below about 49% or above about 150%; inconclusive = no clear call, values can overlap the other calls; inactive = in between;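 also: fluorescent Galphao held in activated GDP-AlF4 state binding bead-coupled RGS7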
RGS4-Gao reg = modulates binding of RGS4 to human Galphao; P09471; Multiplexed bead flow cytometry; actives lie on both sides; binding response (% of control), % at 10 µM; hit rate 0.33% among 220,000; AID 1415; in the data active = binding response below about 49% or above about 150%; inactive = in between;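 also: fluorescent Galphao activated with aluminum fluoride binding bead-coupled RGS4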
Bim-Bcl-B = inhibitors of Bim-Bcl-B interaction, human. inhibition, % at 10 µM. hit rate 0.073% among 190,000. bead-based flow cytometry, Bim peptide-Bcl-B binding. Q9HD36. AID 951;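 also: 0% = tracer peptide without compound and 100% = reference inhibitor peptide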
Target sequence (Q9HD36 whole entry, looked up): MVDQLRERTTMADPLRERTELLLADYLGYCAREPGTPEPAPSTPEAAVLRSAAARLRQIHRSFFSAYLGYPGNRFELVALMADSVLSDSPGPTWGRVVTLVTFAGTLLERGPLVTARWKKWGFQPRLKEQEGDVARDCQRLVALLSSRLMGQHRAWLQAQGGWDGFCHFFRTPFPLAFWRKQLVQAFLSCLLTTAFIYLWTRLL
Bcl-W Bim block = disrupts Bim peptide binding to human Bcl-W | AID 952 | Q92843 | bead-based flow cytometry | hit rate 0.02% among 190,000 | inhibition, % at 10 µM;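 also: 0% = bound tracer without compound and 100% = peptide blocker; higher means less fluorescent Bim peptide bound to Bcl-W beads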
Bcl-XL Bim block = inhibitors of Bim-Bcl-XL interaction, human | Q07817 | Bim peptide-Bcl-XL binding, bead flow cytometry, fluorescence | inhibition, % at 10 µM | hit rate 0.04% among 190,000
Target sequence (Q07817 whole entry, looked up): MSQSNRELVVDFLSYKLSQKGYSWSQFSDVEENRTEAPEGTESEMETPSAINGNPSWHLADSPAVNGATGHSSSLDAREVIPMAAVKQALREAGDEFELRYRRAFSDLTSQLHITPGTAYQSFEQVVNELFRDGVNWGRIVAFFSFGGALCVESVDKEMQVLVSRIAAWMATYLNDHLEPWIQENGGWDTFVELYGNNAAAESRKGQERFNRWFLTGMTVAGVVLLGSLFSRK
* hit, by the source's call; ? = inconclusive; · = no result given. Rule as the data show it, unless noted: active = inhibition above about 40%. An unsorted share of the library. About 2.7% of those tested had a hit in this group.

SMILES	Mcl1-Bid inh	Bim-Mcl-1	Bfl-1 Bim block	Bim-Bcl-2	Mcl1-Noxa inh	RGS8-Gao	RGS7-Gao reg	RGS4-Gao reg	Bim-Bcl-B	Bcl-W Bim block	Bcl-XL Bim block
O=C1C[C@@H](c2ccc(O)cc2)Oc2cc(O)cc(O)c21	-12	-2	0	-1	0	102	103	101	-2	-3	-1
Fc1cccc(Cl)c1CSc1nnnn1-c1ccc2c(c1)OCO2	-2	1	-5	-2	-4	99	99	99	-4	5	0
CC1CN(C(=O)COC(=O)[C@@H]2CC(O)CN2S(=O)(=O)c2ccc3c(c2)OCCO3)CC(C)O1 (some centres undefined)	-8	-5	-18	-11	-9	100	101	103	-13	-6	-11
CCC(CC)c1nnc(NC(=O)CCCN2C(=O)c3ccccc3C2=O)s1	-62	-4	-12	-9	-5	103	107	104	-7	0	-2
COCCNCCOc1ccc(C)cc1[N+](=O)[O-]	14	-2	0	-3	26	102	100	102	-5	-4	-5
CN(CCNC(=O)C1(O)c2ccccc2NC(=O)N1c1ccccc1)Cc1ccccc1 (centres undefined)	-38	0	0	2	-14	101	102	101	1	1	0
O=C(N=C1N=C2C=CC=CN2Cc2ccccc21)c1ccc(S(=O)(=O)N2CCCC2)cc1	1	·	·	·	-2	104	?	108	·	·	·
COc1ccc(NC(=O)c2cc(Br)ccc2Cl)c(OC)c1	-17	-7	-3	-6	-8	105	100	103	-9	-5	-7
Cc1nc2ccccc2c(=O)n1/N=C/c1cccnc1	4	-1	-11	-8	4	102	101	103	-8	-1	-6
O=C(CSc1nnc(Cc2cccs2)n1-c1ccccc1)NC1CCCCC1	-22	0	-2	1	23	106	100	103	0	3	3
Cc1noc(C)c1COC(=O)CCCc1c[nH]c2ccccc12	-77	-4	-13	-4	32	94	84	82	-7	1	-5
CCN(CC)c1nc(Nc2ccc(Cl)cc2)nc(OCC#N)n1	-16	-1	-3	-2	-2	99	97	98	1	0	3
N#Cc1nc(COc2ccc(Cl)cc2Cl)oc1N1CCN(c2ccccc2)CC1	4	-1	-13	-15	-3	102	114	103	-6	0	-17
Cc1c(C#N)c2ncnc(N)c2n1-c1ccccc1	-4	-2	-3	2	21	101	102	104	2	-2	-4
C=CCN1c2ccccc2[C@]23C[C@@H](C(=O)OC)N(C(=O)c4ccc(Br)cc4)C2=NC(C(=O)OC)=C(C(=O)OC)[C@H]13	-75	·	·	·	21	103	?	97	·	·	·
CCCCn1c(SCC(=O)NNC(=O)c2ccco2)nnc1-c1ccco1	-12	0	-2	-4	-2	99	104	104	-2	-1	0
CCOC(=O)c1cc(-c2ccccc2)nc2nc(N3CCCCC3)sc12	0	-3	-2	0	10	98	98	99	-14	-3	-3
O=C(Nc1cccnc1)C1CCCN(S(=O)(=O)c2ccccc2)C1 (centres undefined)	-42	3	-5	-6	-7	98	97	99	-3	4	5
COc1ccc(CNC(=O)CSc2nnc(C)s2)cc1	-2	-15	-1	-38	4	105	98	103	0	2	-3
CCOC(=O)Cc1c(C)nc2cc(-c3ccc(Cl)cc3)[nH]n2c1=O	-5	-1	1	1	11	96	90	94	0	0	0
O=C(O)Cc1c(C(=O)O)[nH]c2ccc(C(=O)O)cc12	-77	·	·	·	7	99	?	95	·	·	·
O=C(NCc1cccnc1)c1cc(Cl)ccc1[N+](=O)[O-]	-26	1	8	0	12	87	94	97	6	3	0
COc1cccc(N=c2oc3ccc(OC)cc3cc2-c2nc3ccccc3[nH]2)c1	-182	0	0	0	-250	99	99	100	0	-2	0
Cc1cc(C)nc(-n2nc(C)cc2NC(=O)C(C)C)n1	-11	0	-2	0	7	100	?	100	0	0	0
CCOc1ccccc1/C=N/Nc1ccccc1[N+](=O)[O-]	-8	-1	-15	-10	0	99	95	98	-10	1	-5
Cc1cc(=O)oc(C)c1C(=O)n1nc(C)c2c1C[C@@H]1[C@H]2C1(C)C	-8	-4	-14	-10	2	102	106	99	-8	-7	-8
CN(C)c1ccc(C(=O)/C=C/c2ccc(Br)cc2)cc1	-61	82*	2	4	20	95	89	93	5	4	2
Cc1ccccc1C([O-])=Nc1ccc[n+](-c2nc3ccccc3nc2NS(=O)(=O)c2ccccc2)c1	9	·	·	·	13	102	?	119	·	·	·
O=C(CC1(O)C(=O)N(C/C=C/c2ccccc2)c2ccccc21)c1ccccn1 (centres undefined)	-2	-1	2	0	14	86	94	87	-2	-2	4
CCOC(=O)c1sc2nc3c(cc2c1N)C(=O)CC(C)(C)C3	0	-3	-3	-2	-8	106	103	103	-5	-5	-5
Cc1nnc(SCC(=O)N2CC(=O)Nc3ccccc32)n1Cc1ccccc1	-97	0	0	-1	-2	103	104	101	-4	0	0
O=C(Nc1ccccc1)OC1C2CCC1C(N1CCCCC1)CC2 (centres undefined)	-35	5	-10	-5	-18	100	106	105	-5	2	0
CCc1ccc(C2NC(c3ccc(CC)cc3)C([N+](=O)[O-])C(C)(C)C2[N+](=O)[O-])cc1 (centres undefined)	-58	-7	-2	-3	-4	98	99	98	-6	-5	-6
COc1ccc(NCc2nnc(SCC(=O)c3ccc(OC)cc3)n2C)cc1	-107	4	2	3	17	100	102	102	3	3	4
COc1cc(C(C)=O)ccc1Oc1ncnc2c1cnn2-c1ccc(C)c(C)c1	-5	-3	-12	-6	-39	102	100	99	-12	-6	-8
O=S1(=O)C=C(Oc2ccc(F)cc2)c2ccccc21	3	1	-2	-1	3	99	101	99	-1	0	0
Cc1ccc2nc(SCc3ccccc3)c(C=O)c(=O)n2c1	-14	-4	0	0	12	100	100	101	-6	0	-4
O=C(c1ccc(Br)o1)N(c1ccccn1)C1CCCCC1	-12	-2	-11	-16	9	96	88	92	-15	-3	-8
CNc1cc([N+](=O)[O-])ccc1N/C=C/C(=O)c1cccs1	-29	-2	-2	-2	-1	99	97	98	-6	-2	-7
C=CCc1cccc2cc(C(=O)N(C)C)c(=O)oc12	-18	1	-9	-4	3	102	99	102	-8	6	-7
COc1ccc(N2CCN(c3nc(Cl)nc(Nc4ccc(F)cc4)n3)CC2)cc1	-20	-4	-1	-2	11	101	99	99	-6	-2	-6
Oc1ccccc1N1CCN(c2nc(-c3cccs3)nc3ccccc23)CC1	-30	·	·	·	-8	94	?	93	·	·	·
CC(C)(C)C(=O)COC(=O)c1cc(-c2ccncc2)nc2ccccc12	-26	0	-4	-3	-2	101	?	101	-3	-4	-5
COC(=O)c1sc2nc(SCc3ccccc3C#N)n(N)c(=O)c2c1C	-24	-1	0	-2	-6	103	92	95	-4	-2	-3
CCCN(CCC)S(=O)(=O)c1cccc(C(=O)Nc2ccc3c(c2)OCO3)c1	-19	0	-12	-5	-4	100	98	101	-5	0	-1
COc1ccc(NC(=O)COC(=O)C23CC4CC(CC(Cl)(C4)C2)C3)c(OC)c1	-7	-1	-3	-1	30	102	105	104	-5	-1	-1
CCC(=O)Oc1c(S(=O)(=O)c2ccc(C)cc2)c(C)nn1C(C)(C)C	2	-5	-16	-10	18	101	100	99	-7	-6	-12
Cc1ccc(OCC(=O)Nc2sc3c(c2C#N)CCC3)cc1	-22	2	-7	-6	39	98	91	95	-3	0	-9
Cc1nc2ccc3nc(NC(=O)c4ccc(S(=O)(=O)N5CCOCC5)cc4)sc3c2s1	0	-6	-16	-9	21	103	106	104	-7	-3	-5
C=CCOc1ccccc1CNCCc1ccc(S(N)(=O)=O)cc1	2	0	-4	0	23	100	98	100	-3	-4	0
COC(=O)c1nc2ccccn2c1F	-24	-2	2	-3	-19	102	104	106	-3	-5	-5
CCOC(=O)N1CCN(C(=O)c2ccccc2CCc2ccccc2)CC1	-7	0	-11	-7	17	102	103	104	-5	0	-7
O=S(=O)(NC1CCCCC1)c1ccc(Br)cc1	7	1	-1	0	10	106	106	111	0	-1	-2
CCOc1ccccc1NC(=O)c1ccc(S(=O)(=O)N2CCOCC2)cc1	-8	0	-17	-5	11	100	98	98	-7	0	-3
CCOC(=O)N1CCN(Cc2cc(Cl)c3cccnc3c2O)CC1	-108	-1	-6	-3	-46	103	98	104	-5	1	-2
Cc1ccc(C(=O)COC(=O)c2ccncc2)cc1[N+](=O)[O-]	-10	16	-3	0	32	94	98	101	-4	0	-1
COc1ccc(-c2ccc(=O)n(CC(=O)Nc3ccc(C(=O)NC4CC4)cc3)n2)cc1OC	-4	-2	0	1	-3	100	99	100	0	0	0
O=C(Nc1cccc(-c2nc3ncccc3o2)c1)c1sc2cc(Cl)ccc2c1Cl	37	-2	2	0	32	113	104	105	3	0	-2
O=C(C1=C(O)C(=O)N(c2ncccn2)C1c1ccc(Cl)cc1)c1ccco1 (centres undefined)	-29	0	-6	-3	11	96	88	90	-2	-2	-3
COc1ccc(-n2c(C)cc(/C=C/c3nc(O)c([N+](=O)[O-])c(=O)[nH]3)c2C)cc1	-44	-1	-4	-1	28	97	90	95	-2	1	-3

For convenience, part of the list above.
SMILES	Mcl1-Bid inh	Bim-Mcl-1	Bfl-1 Bim block	Bim-Bcl-2	Mcl1-Noxa inh	RGS8-Gao	RGS7-Gao reg	RGS4-Gao reg	Bim-Bcl-B	Bcl-W Bim block	Bcl-XL Bim block
O=C(C1=C(O)C(=O)N(c2ncccn2)C1c1ccc(Cl)cc1)c1ccco1 (centres undefined)	-29	0	-6	-3	11	96	88	90	-2	-2	-3
COc1ccc(-n2c(C)cc(/C=C/c3nc(O)c([N+](=O)[O-])c(=O)[nH]3)c2C)cc1	-44	-1	-4	-1	28	97	90	95	-2	1	-3

Further results:
SMILES	Mcl1-Bid inh	Bim-Mcl-1	Bfl-1 Bim block	Bim-Bcl-2	Mcl1-Noxa inh	RGS8-Gao	RGS7-Gao reg	RGS4-Gao reg	Bim-Bcl-B	Bcl-W Bim block	Bcl-XL Bim block
CCOc1ccc(-c2cc(CCCC(=O)NCc3cccnc3)no2)cc1	-7	-1	-9	-10	2	101	98	100	-7	-1	-5
Cn1cnc2cc(NS(=O)(=O)c3ccc(Br)cc3)ccc21	-14	-1	0	-4	5	102	100	100	-2	-2	1
O=C(O)c1ccc(COc2ccc3c(c2)CCC3)cc1	8	·	·	·	-11	97	?	98	·	·	·
Cc1ccc2cc(CN(C(=O)c3ccco3)c3ccccc3)c(=O)[nH]c2c1	-6	-1	-8	-8	19	96	94	98	-17	1	-6
Cc1ccc(C(=O)C(C)N2C(=O)NC(C)(c3ccccc3)C2=O)cc1 (centres undefined)	1	-1	-12	-4	17	105	103	103	-3	-2	-3
CC(C)CCNC(=O)C(=O)NC1CCCC1	-4	·	·	?	10	105	105	108	·	·	·
N#C/C(=C\c1cccs1)C(=O)NCc1cccnc1	-2	-3	-2	-1	5	104	101	107	-5	-2	-7
CCCCC12CN3CCN(CC(C3)/C1=N\NC(=O)c1ccccc1N)C2	-21	-3	-8	-5	7	107	106	106	-7	-3	-7
CCn1c(=S)sc2c(=O)[nH]c(C)nc21	-39	1	-1	-1	10	99	98	96	-1	0	-4
Cc1ncsc1CCOC(=O)c1ccc([N+](=O)[O-])cc1	16	-3	-4	-7	8	100	108	104	-7	-2	-6
COCCCN1C(=O)C(=O)/C(=C(/O)c2ccc(OCC(C)C)cc2C)C1c1cccnc1 (centres undefined)	-5	-2	0	8	21	88	88	87	0	-3	-15
CN(CC(=O)Nc1cc(S(=O)(=O)N2CCOCC2)ccc1Cl)C1CCS(=O)(=O)C1 (centres undefined)	-1	-2	-2	-1	0	101	108	104	-3	-1	0
CN1C(=O)C2(c3ccccc31)c1c(oc3ccccc3c1=O)C(=O)N2CCO (centres undefined)	-8	·	·	·	-9	85	?	77	·	·	·
